CDK5 p35 inh = inhibitors of human CDK5/p35 kinase; AID 488839; Recombinant CDK5/p35, ADP-Glo luminescence, 60 min; inhibition, % at 10 µM; hit rate 0.01% among 330,000; Q00535+Q15078;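 active = highest replicate inhibition of at least 50% and at least 75% of replicates reaching 50%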;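 also: plate controls were DMSO neutral control for no effect and GW8510 at 10 µM for full effect; many of its hits are not listed in these tables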
Target sequence (Q00535 whole entry, looked up): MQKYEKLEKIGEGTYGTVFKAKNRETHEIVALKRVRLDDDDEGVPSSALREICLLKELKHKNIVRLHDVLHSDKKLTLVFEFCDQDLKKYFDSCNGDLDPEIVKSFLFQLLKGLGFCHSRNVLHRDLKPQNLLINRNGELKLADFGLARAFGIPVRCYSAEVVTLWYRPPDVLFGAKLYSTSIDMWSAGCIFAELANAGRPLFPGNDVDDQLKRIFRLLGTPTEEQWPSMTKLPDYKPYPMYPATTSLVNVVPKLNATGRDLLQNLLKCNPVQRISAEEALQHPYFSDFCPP
Target sequence (Q15078 whole entry, looked up): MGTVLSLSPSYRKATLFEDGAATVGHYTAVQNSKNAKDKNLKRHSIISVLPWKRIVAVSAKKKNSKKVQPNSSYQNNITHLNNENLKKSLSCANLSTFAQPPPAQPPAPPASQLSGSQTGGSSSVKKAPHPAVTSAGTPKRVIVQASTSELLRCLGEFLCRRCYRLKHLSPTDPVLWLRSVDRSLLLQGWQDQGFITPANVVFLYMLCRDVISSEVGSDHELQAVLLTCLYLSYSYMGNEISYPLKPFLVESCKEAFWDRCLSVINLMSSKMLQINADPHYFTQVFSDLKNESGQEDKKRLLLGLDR
Rtt109 HAT inh = inhibitors of Candida albicans Rtt109/Vps75 histone acetyltransferase; AID 540336; hit rate 0.16% among 330,000; inhibition, % at 34.9 µM; purified Rtt109/Vps75, ThioGlo CoA-SH fluorescence, 4 h;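 active = inhibition of at least 50% in every replicate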
dFosB activator = mouse delta FosB homodimer activation. purified delta FosB, TAMRA-CDK5 oligo fluorescence polarization; percent of positive-control signal above neutral wells. AID 493131. P13346. hit rate 0.99% among 340,000. activation, % at 25 µM;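 active = mean activation above about 17%, with every replicate also reaching it, limit read from the data, passing the limit was not always enough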;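 also: fluorescence polarization rise as delta FosB binds a TAMRA Cdk5 AP-1 oligo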
Target sequence (P13346 whole entry, looked up): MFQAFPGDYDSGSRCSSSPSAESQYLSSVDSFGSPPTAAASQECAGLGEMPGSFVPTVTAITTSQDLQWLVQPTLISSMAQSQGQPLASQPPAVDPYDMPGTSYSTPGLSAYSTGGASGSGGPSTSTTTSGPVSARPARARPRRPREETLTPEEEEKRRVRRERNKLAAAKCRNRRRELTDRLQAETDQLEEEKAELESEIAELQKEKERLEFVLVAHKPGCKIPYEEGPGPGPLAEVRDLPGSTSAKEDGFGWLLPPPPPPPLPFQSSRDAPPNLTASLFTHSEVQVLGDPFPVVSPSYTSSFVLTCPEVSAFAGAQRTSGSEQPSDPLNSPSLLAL
SUMO Mot1 rescue = SUMOylation pathway inhibition by Mot1-301 growth rescue; S. cerevisiae Mot1-301 growth rescue, ATP luminescence, 38.5C; percent above DMSO median, 100 means doubled; growth rescue, % at 18.8 µM; hit rate 1% among 320,000; AID 2716;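 active = every valid replicate shows activation above 250% relative to neutral control wells; inactive = the rest, any valid replicate at or below 250%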;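 also: OY570 slx delta 5 strain wells were the positive control but not used for scaling; some compounds called inactive have numbers as strong as hits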
PfHsp90 yeast 2 = reduces growth (ATP signal) of yeast expressing P. falciparum Hsp90; S. cerevisiae expressing PfHsp90, BacTiter-Glo ATP, 48 h; yeast lacking PDR1 and PDR3 efflux regulators; AID 504621; hit rate 0.32% among 310,000; inhibition, % at 9.4 µM;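 active = every replicate shows inhibition above about 80%, whatever the replicate mean, limit read from the data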;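 also: 0% = DMSO neutral controls and 100% = 20 µM radicicol positive controls; yeast relying on Plasmodium falciparum Hsp90 in place of its own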
NSD2 inh = blocks human histone methyltransferase NSD2 | O96028 | NSD2 peptide methylation, AlphaScreen, 120 min | inhibition, % at 12.5 µM | hit rate 0.54% among 310,000 | AID 743445; in the data active = inhibition above about 50%
PvdQ inh = blocks Pseudomonas aeruginosa PvdQ acylase activity | purified PvdQ acylase, fluorescence plate reader | hit rate 0.063% among 340,000 | AID 488965 | inhibition, % at 10 µM; in the data active = inhibition above about 30%, passing the limit was not always enough;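 also: 0% = vehicle neutral wells and 100% = reference inhibitor wells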
C-LANA FP = blocks KSHV LANA C-terminal domain binding to DNA; MBP-C-LANA/FAM-LBS DNA binding, fluorescence polarization; inhibition, % at 9 µM; hit rate 0.078% among 340,000;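 active = highest replicate inhibition at or above 60% at 9 µM, even if other replicates fall short; inactive = all replicates below 60% inhibition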;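 also: 0% = neutral control wells and 100% = 4 µM acridine orange control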
Cardiac RTF inh = cardiac RTF calcium desensitization; P19429+P45379; IANBD-labeled cardiac RTF, Ca2+ fluorescence; inhibition, % at 7.15 µM; hit rate 0.12% among 340,000; AID 493244;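 active = inhibition above the mean inhibition of all tested compounds plus 3 SD, cut at about 17% in these data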;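 also: assay run at fixed EC70 calcium of 1.6 mM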
RTF Ca sens act = cardiac RTF calcium sensitization; P19429+P45379; IANBD-labeled TnC RTF fluorescence at EC20 calcium; 0% EC20 calcium, 100% full calcium; activation, % at 7.2 µM; hit rate 0.24% among 340,000;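 active = activation above the mean over all tested compounds plus 3 SD, cut at about 30% in these data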;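 also: rise in fluorescence read as greater calcium sensitivity of cardiac thin filaments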
Keap1-Nrf2 PPI = inhibitors of human Keap1-Nrf2 protein-protein interaction | Q14145 | Keap1 Kelch-Nrf2 peptide fluorescence polarization, 1536-well | inhibition, % at 9.4 µM | hit rate 0.15% among 340,000; in the data active = inhibition above about 12%;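 also: human Keap1 Kelch domain with fluorescein labeled Nrf2 9mer peptide probe; 0% = neutral control wells and 100% = peptide positive control; higher means more block of Keap1 binding to Nrf2 peptide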
Starred values were filed as active, the others as inactive; x = no result given.

SMILES	CDK5 p35 inh	Rtt109 HAT inh	dFosB activator	SUMO Mot1 rescue	PfHsp90 yeast 2	NSD2 inh	PvdQ inh	C-LANA FP	Cardiac RTF inh	RTF Ca sens act	Keap1-Nrf2 PPI
COc1ccc(CN2CCCCC2c2cccnc2)c(OC)c1C (centres undefined)	1.8	2	-8	147	2	6	-9	-0.3	-9	6	-5
O=C(CCC1CCCC1)c1c(O)c2ccccc2oc1=O	0.2	-2	-2	-1	8	x	-13	0.0	-3	1	-4
O=C(NC1CCC(c2ccccc2)CC1)c1cccnc1 (centres undefined)	0.0	-9	7	-3	20	-2	-14	-0.2	-12	2	-3
Cc1cc(C(=O)O)ccc1-c1ccc(/C=C2\SC(=O)N(CC(=O)Nc3ccc4c(c3)OCO4)C2=O)o1	-3.5	-10	-9	8	x	5	-18	11	-2	46*	13*
Cc1cccc(NC(=O)CN2C(=O)N/C(=C/c3ccc(C)o3)C2=O)c1	1.3	-3	-8	-20	-37	-1	-7	1.3	5	4	1
CN(C)CCCN(C(=O)c1ccc2c(c1)OCCO2)c1nc2ccc(Cl)cc2s1	0.0	12	10	1	-1	11	-4	-1.1	-5	0	2
CCN(CC)CC(=O)Nc1ccc(C)cc1C(=O)c1ccccc1	-0.5	4	-7	-3	9	2	3	-0.3	-7	1	-3
CCCCn1c(-c2ccccc2)nc2c(=O)n(C)c(=O)[nH]c21	-0.5	3	-9	7	24	2	7	0.2	3	-4	1
c1ccc(NC2=NCCCCS2)cc1	3.9	-5	5	2	3	-6	-6	-0.9	-11	-8	4
Cc1nn(C(=O)c2c(-c3ccccc3)noc2C)c(C)c1N=Nc1cc(C(F)(F)F)cc(C(F)(F)F)c1	0.9	10	-1	7	2	-2	9	-5.1	1	-5	0
CS(=O)(=O)Nc1nc2n(n1)C(c1ccccc1)CC(c1ccccc1)N2 (centres undefined)	0.2	-7	-4	-16	-10	-15	-6	-2.5	-3	-1	1
COc1cccc(NC(=O)CSC(N)=O)c1	-0.3	6	2	-7	-4	-2	-51	0.5	-3	3	0
COc1cc(OC)cc(C(=O)OCC(=O)NCc2ccc3c(c2)OCO3)c1	-1.5	x	4	-4	2	0	-2	-1.1	7	0	-4
CCOCCn1c(SCC(=O)OCc2ccccc2)nc2c1c(=O)[nH]c(=O)n2C	0.6	-8	-7	2	-25	x	-9	-1.2	-8	2	-5
COc1ccc(N(CC(=O)NCCC2=CCCCC2)S(=O)(=O)c2ccccc2)c(OC)c1	2.1	-5	-8	12	-14	0	1	0.6	-3	-3	0
O=C1Nc2cc(C(=O)N3CCN(c4ccccn4)CC3)ccc2S/C1=C\c1ccccc1	-0.8	-7	-3	6	-8	8	-4	1.1	-1	-3	-4
COc1cccc(CN(C)C(=O)c2cc(S(=O)(=O)NC3CCCCC3)ccc2C)c1OC	-2.1	32	-7	0	-16	5	15	-2.2	-1	-3	8
O=C(Nc1c(F)cc(F)cc1Br)c1ccco1	-1.3	26	-3	-23	8	0	9	1.3	4	2	-5
O=C(/C=N\O)NCCCNCc1ccccc1	-1.4	-3	-6	4	0	-2	-5	2.0	-3	-6	1
COc1ccc(CN2CCCC(CNC(=O)c3ccc(F)cc3)C2)c(C)c1C (centres undefined)	1.2	-9	-1	158	-26	4	-8	-0.9	-2	-1	-2
CCNC(=O)COC(=O)Cc1ccc(Cl)cc1Cl	0.3	-5	-7	-8	5	-2	-17	-0.5	-5	1	-2
COc1ccc(/C=C2\CC/C(=C\c3ccc(OC)c(OC)c3)C2=O)cc1OC	-2.4	1	-9	0	-3	x	12	-1.0	13	-4	-1
CC12CCC(C(=O)NCc3ccc4c(c3)OCO4)(C(=O)C1=O)C2(C)C (centres undefined)	0.3	-3	4	-14	7	23	3	-0.2	-37	2	2
CCOc1ccccc1N1CCN(CC(=O)NC(C)c2ccccc2)CC1 (centres undefined)	-2.9	-10	-3	-29	-1	-1	-12	2.1	-6	1	-2
O=CN/C=C/c1cc(O)ccc1O	-3.2	-7	-6	20	1	x	-10	10	2	15	-1
CN=c1sc2ccccc2n1CC(O)COCc1ccco1 (centres undefined)	0.6	-7	0	-7	-11	0	-7	-0.6	-1	-5	1
CSc1ccc(/C=C/C(=O)N2CCCN(C)CC2)cc1	1.2	3	-2	2	8	20	4	-1.0	1	3	0
COc1cccc(N2C(=O)CC(Sc3nc(C)cc(C)n3)C2=O)c1 (centres undefined)	0.4	-1	1	218	15	-1	-6	-1.2	5	-7	4
Cc1c(NC(=S)NC(=O)c2ccc(Cl)cc2)c(=O)n(-c2ccccc2)n1C	1.7	-3	-5	-16	1	0	-5	2.1	-2	3	-6
COc1ccc(CCNC(=O)c2cccnc2Cl)cc1OC	1.8	-1	6	-15	-7	-3	-12	0.0	-4	-1	-1
CC(=O)c1cccc(NC(=O)N2CCCCCC2)c1	-0.1	0	3	42	35	-1	-12	1.6	1	6	-2
COc1ccc(NC(=O)CCN2CCN(c3ccccc3F)CC2)c(OC)c1	2.4	-3	0	-6	1	-1	-3	0.8	-2	-3	-1
O=C(Nc1cc(N2CCOCC2)ncn1)c1ccc(F)cc1	3.3	-5	-9	-1	4	x	-9	0.4	-2	-1	-1
CC(C)[C@H](NC(=O)OC(C)(C)C)C(=O)N1CCC(C(=O)N[C@@H](C)C(=O)Nc2ccc(F)cc2)CC1	0.3	8	-6	51	16	-7	4	32	-6	-6	-1
CCOc1c(/C=C(\C#N)C(N)=O)c2ccccc2n1CC	-0.1	2	0	6	-11	2	-8	-0.9	-8	1	-6
CCCOc1ccc(/C=N/NC(=O)c2ccc3c(c2)OCO3)c(OCCC)c1	0.2	-5	-8	3	-9	-6	6	-1.9	-3	0	4
O=S(=O)(Cc1ccccc1)/C1=C(\N2CCOCC2)CCCCCC1	2.0	-10	-6	2	7	4	-14	0.6	-3	0	1
O=C(CNC(=O)c1ccco1)OCC(=O)c1ccc2c(c1)CCCC2	1.3	-3	-10	-2	x	0	0	0.6	-4	2	2
Cc1cc(C)c2nc(NC(=O)c3cc(C)on3)sc2c1	0.2	2	-4	x	-38	3	-9	0.4	-26	-1	-2
COc1cc(NS(=O)(=O)c2ccc(NC(=O)Cc3ccccc3)cc2)nc(OC)n1	-0.8	-14	-7	25	1	1	-4	-1.4	1	0	0
CN1CCN(CCCC(=O)c2ccc(C3CCCC3)cc2)CC1	1.0	2	-7	-1	17	5	-15	-0.7	8	2	-4
CCOC(=O)/C=C1/SCC(=O)N1CC(=O)Nc1ccc2c(c1)CCC2	-0.4	9	-12	x	-19	0	-6	-2.7	-1	2	-1
c1ccc2c(Nc3ccc(N4CCOCC4)cc3)nc(N3CCOCC3)nc2c1	-0.2	4	-2	-7	18	3	-2	-0.3	-7	-4	-4
Cc1ccc(C)c(C(=O)COC(=O)c2n[nH]c3ccccc23)c1	-0.2	0	-17	-7	-3	-3	-14	0.0	-2	-2	-4
CCOC(=O)CC1=CSC2=NS(=O)(=O)CCN12	2.5	1	-7	x	-16	-4	-8	0.3	-8	4	-2
CCN1CCN(C(c2ccccn2)c2c(NC(=O)c3ccccc3)sc(C)c2C)CC1 (centres undefined)	0.6	14	-8	13	12	3	-1	0.6	3	-2	-1
COc1cccc(OCCCCCN2CCOCC2)c1	-0.7	5	-1	77	21	0	-5	0.3	-1	-3	2
CCc1ccc(NC(=O)CSc2nc3nc(C)cc(C)n3n2)cc1	-2.5	1	-10	384	-8	-1	0	0.7	-7	-2	-2
COC(=O)NCC(c1ccco1)N1CCN(c2ccc(F)cc2)CC1 (centres undefined)	1.1	-5	-3	8	7	0	-4	-0.6	5	-8	3
Cc1ccc2nc(SCC(=O)N3CCCC3)[nH]c2c1	1.1	-10	-2	4	x	-2	0	0.4	-4	-2	-2
Cc1ccc(C(=O)NNC(=O)c2ccc3c(c2)OCCO3)cc1	-1.0	1	-13	-3	-5	-2	-9	-1.1	-8	3	-2
Cn1c(/C(C#N)=C(\O)CN2CCN(Cc3ccccc3)CC2)nc2ccccc21	-3.2	3	-3	x	4	0	-20	0.0	1	17	-6
O=c1c2ccccc2ncn1CCOc1ccccc1[N+](=O)[O-]	-0.5	-4	-1	-4	-7	-3	-7	-0.7	-2	1	-3
COc1cccc(OCCNc2ccc([N+](=O)[O-])cn2)c1	0.4	4	-4	-12	-9	24	23	-0.9	-7	-5	-2
ON1C(c2ccccc2)CC2(O)c3nonc3CCC12 (centres undefined)	1.1	3	-5	0	x	x	7	-1.7	-11	5	-3
CCc1ccc(OCCOCC(O)CNC(C)CC)cc1 (centres undefined)	2.1	9	-5	11	13	4	-19	-3.2	-15	-2	-1
Cc1cccc(C)c1NC(=O)CSc1nc(COc2ccccc2)nc2ccccc12	-1.9	-3	-2	-6	-17	-1	-9	0.5	-7	-2	-5
CC(=O)C1=C(O)C(=O)N(CCNCCO)C1c1ccccc1 (centres undefined)	0.9	-4	3	-17	13	2	2	-1.9	-3	-2	0
O=[N+]([O-])c1ccc(S(=O)(=O)Nc2nnc(C(F)(F)F)s2)cc1	-0.1	1	-5	7	-10	-2	-7	-0.8	-1	-6	-5
C#CCOC(=O)CCC(=O)NCCc1ccccc1	-4.0	-11	1	9	15	2	-5	0.6	0	2	-2
Later entries:
SMILES	CDK5 p35 inh	Rtt109 HAT inh	dFosB activator	SUMO Mot1 rescue	PfHsp90 yeast 2	NSD2 inh	PvdQ inh	C-LANA FP	Cardiac RTF inh	RTF Ca sens act	Keap1-Nrf2 PPI
O=C1CC(NS(=O)(=O)c2cccs2)CN1c1cccc(F)c1 (centres undefined)	-0.1	-11	2	4	-3	-1	-3	-1.2	6	-1	1
CCn1c(NC(C)=O)c(-c2ccccc2Cl)c(=O)c2ccccc21	1.1	1	-1	-10	-16	-4	-11	-0.6	-1	1	-2
CC1CCN(C(=O)c2ccccc2NC(=O)Cc2ccccc2)CC1	-0.9	-5	-6	-15	6	4	-8	2.2	-1	-2	-6
Fc1ccc(-c2csc(N3CCOCC3)n2)cc1	0.4	22	-2	17	-1	1	5	2.2	0	-8	1
Cc1cc(N/N=C/c2ccncc2)c([N+](=O)[O-])cc1[N+](=O)[O-]	-0.7	-6	-6	-1	-1	1	5	-0.6	2	11	0
Cc1ccc(S(=O)(=O)NC2CC(C)(C)NC(C)(C)C2)cc1	0.1	-16	-6	-3	28	-1	-13	-4.9	-10	2	3
CCc1ccc(NC(=S)NCc2ccccc2)cc1	-0.4	-4	2	16	-9	0	11	-1.0	-4	4	-4

Fetched by compound from the entries so far (2):
SMILES	CDK5 p35 inh	Rtt109 HAT inh	dFosB activator	SUMO Mot1 rescue	PfHsp90 yeast 2	NSD2 inh	PvdQ inh	C-LANA FP	Cardiac RTF inh	RTF Ca sens act	Keap1-Nrf2 PPI
Cc1ccc(S(=O)(=O)NC2CC(C)(C)NC(C)(C)C2)cc1	0.1	-16	-6	-3	28	-1	-13	-4.9	-10	2	3
CC1CCN(C(=O)c2ccccc2NC(=O)Cc2ccccc2)CC1	-0.9	-5	-6	-15	6	4	-8	2.2	-1	-2	-6

Screens from PubChem BioAssay.

Hits appear at their usual frequency. About 3.2% of those tested had a hit in this group.
